IDH1 R132H inh = qHTS for Inhibitors of mutant isocitrate dehydrogenase 1 (IDH1): qHTS | Isocitrate dehydrogenase [NADP] cytoplasmic (Homo sapiens), O75874 | IDH1-R132H enzyme, NADPH consumption, diaphorase/resazurin fluorescence | Potency, µM (highest dose often 76.6 µM), without a hit: at the highest dose activity change, negative = inhibition, actives largely listed as inhibitors | 390,000 compounds, 0.093% hits | AID 602179, 2012; further: potency means the concentration at half of the fitted maximal effect; on the % scale 0 is the no-effect control and ±100 the full control effect; nearly all actives have a fitted effect of over 65% in size
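IDH1-R132H (0.5 ug/mL dispensed) in pH 7.5 Tris buffer was preincubated 30 min with compound, then given a substrate mix of 0.016 mM NADPH and 2 mM alpha-KG for 80 min at room temperature; remaining NADPH was read by diaphorase/resazurin fluorescence.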
TrxR1 substrate = qHTS Assay for Substrates of Mammalian Selenoprotein Thioredoxin Reductase 1 (TrxR1): qHTS. 390,000 compounds, 0.01% hits. purified TrxR1 substrate turnover, NADPH consumption readout. Potency, µM (doses to about 114 µM), for the others: at the highest dose activity change, negative = substrate turnover; further: potency means the concentration at half of the fitted maximal effect; on the % scale 0 is the no-effect control and ±100 the full control effect; nearly all actives have a fitted effect of over 50% in size
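Rat TrxR1, dispensed at 90 nM, was prereduced with 400 uM NADPH (final) for 5 min at ~22 deg C, then incubated with compound 15 min before 400 uM selenite. A first-read NADPH fluorescence drop versus no-compound background flagged substrates.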
USP1-UAF1 inh = Inhibitors of USP1/UAF1: Primary Screen | Ubiquitin carboxyl-terminal hydrolase 1 (Homo sapiens), O94782 | recombinant USP1/UAF1, Ub-Rhodamine cleavage fluorescence | Potency, µM (titrated, usually from 57.1 µM), for inactives: at the top dose activity change, negative = inhibition, hits mostly inhibitors | 390,000 compounds, 0.23% hits | AID 743255, 2014; further: potency means the concentration at half of the fitted maximal effect; on the % scale 0 is the no-effect control and ±100 the full control effect; nearly all actives have a fitted effect of over 60% in size; inactives centre near -12
Target sequence (O94782 whole entry, looked up): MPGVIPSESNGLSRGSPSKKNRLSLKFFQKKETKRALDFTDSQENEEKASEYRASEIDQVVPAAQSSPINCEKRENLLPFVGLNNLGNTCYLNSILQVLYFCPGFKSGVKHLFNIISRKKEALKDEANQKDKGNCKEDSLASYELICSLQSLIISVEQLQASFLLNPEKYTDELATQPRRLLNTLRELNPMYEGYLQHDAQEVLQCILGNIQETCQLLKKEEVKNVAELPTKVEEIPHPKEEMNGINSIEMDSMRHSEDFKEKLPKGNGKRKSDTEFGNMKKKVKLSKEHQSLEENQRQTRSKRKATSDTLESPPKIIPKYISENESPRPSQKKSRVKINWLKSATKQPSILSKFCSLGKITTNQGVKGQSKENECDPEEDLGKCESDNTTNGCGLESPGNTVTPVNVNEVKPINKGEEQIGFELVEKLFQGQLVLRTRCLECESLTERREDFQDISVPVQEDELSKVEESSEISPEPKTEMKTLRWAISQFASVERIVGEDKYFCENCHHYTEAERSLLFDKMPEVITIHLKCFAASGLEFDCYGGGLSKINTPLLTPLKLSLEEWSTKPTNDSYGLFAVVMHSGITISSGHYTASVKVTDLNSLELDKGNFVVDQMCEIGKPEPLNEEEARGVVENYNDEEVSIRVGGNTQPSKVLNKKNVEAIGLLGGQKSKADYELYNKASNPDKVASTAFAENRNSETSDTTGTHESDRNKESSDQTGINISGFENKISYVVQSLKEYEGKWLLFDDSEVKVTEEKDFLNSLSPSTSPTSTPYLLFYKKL
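1 nM enzyme complex + cpd, 15 min RT; start with Ub-Rho 150nM final; kinetic fluorescence ex 480/em 540, 6 reads q60 s. Buffer 50mM HEPES pH 7.8, 0.5mM EDTA, 0.1 mg/ml BSA, 1mM TCEP, 0.01% Tween-20.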
Vif-A3F inh = qHTS for Inhibitors of Vif-A3F Interactions: qHTS. HeLa A3F-eYFP + Vif (tagged APOBEC3F with the HIV-1 protein that degrades it), YFP fluorescence increase. Potency, µM (series often up to 46.1 µM), for inactives: at the highest dose activity, negative = active. 390,000 compounds, 0.2% hits. AID 602313, 2012; further: potency means the concentration at half of the fitted maximal effect; % of control where 0% means no effect; nearly all actives have a fitted effect of over 65% in size
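Fluorescence increase (Ex 488/Em 500-530) after overnight compound treatment at 37 deg C flags inhibition of Vif-driven A3F-eYFP loss in stable HeLa A3F-eYFP/Vif cells seeded overnight beforehand.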
LDHA block = qHTS assay for inhibitors of human lactate dehydrogenase; activity change, % (values are at about 110 or 230 µM); 480,000 compounds, 0.15% hits; L-lactate dehydrogenase A chain (Homo sapiens), P00338; purified LDHA, NADH/diaphorase-resazurin fluorescence; hits give low values; in the data active means activity change below about -30%; inconclusive means mostly about -25% to -30%;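 further: plate controls were DMSO wells for no effect and wells without enzyme for full effect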
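Human LDH5 at 2 nM final in Tris HCl pH 7.4 with 0.06 mM NADH and 0.2 mM pyruvate, reacted 5 minutes at room temperature. Remaining NADH coupled via diaphorase/resazurin; resorufin fluorescence read at 0 and 20 minutes, normalized to enzyme-free and DMSO wells.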
RXFP1 ag = qHTS Assay for Agonists of the Relaxin Receptor RXFP1 | 370,000 compounds, 0.3% hits | Potency, µM (doses to about 57.5 µM), without a hit: at the highest dose activation, actives largely listed as activators | HEK293T-RXFP1 cAMP TR-FRET, 30 min; response scale: percent of porcine relaxin response, buffer zero | AID 2676, 2010 | Relaxin receptor 1 (Homo sapiens), Q9HBX9; further: potency means the concentration at half of the fitted maximal effect; on the % scale 0 is the no-effect control and ±100 the full control effect; nearly all actives have a fitted effect of over 60% in size; many of its hits are not listed in these tables
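Agonist response is measured as cAMP accumulation in an RXFP1-transfected HEK293T line under PDE4 inhibition. Values are scaled between buffer-only and 29 nM porcine relaxin, and EC50s come from standard Hill equation fits.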
Vif-A3G inh = qHTS for Inhibitors of Vif-A3G Interactions: qHTS | 410,000 compounds, 0.076% hits | Potency, µM (highest dose often 46.1 µM), inactives show at the highest dose activity, negative = active, actives largely listed as inhibitors | DNA dC->dU-editing enzyme APOBEC-3G (Homo sapiens), Q9HC16 | HeLa A3G-eYFP + Vif (tagged APOBEC3G with the HIV-1 protein that degrades it), YFP fluorescence, overnight;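 further: potency means the concentration at half of the fitted maximal effect; on the % scale 0 is the no-effect control and ±100 the full control effect; nearly all actives have a fitted effect of over 60% in size; hits raise eYFP signal because A3G escapes Vif-driven loss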
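HeLa cells stably expressing Vif and C-terminally eYFP-tagged A3G, seeded overnight at 37 deg C, then exposed to compound by pintool overnight at 37 deg C. Rise in yellow fluorescence (Ex 488/Em 500-530, Acumen) marks blocked Vif-driven A3G degradation.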
GRP78 ERSR act = qHTS for Inducers of the Endoplasmic Reticulum Stress Response (ERSR) in Human Glioma: qHTS | U87-MG GRP78 promoter luciferase reporter, 16 h | Potency, µM, for inactives: at the highest dose activation, actives largely listed as activators | 420,000 compounds, 0.02% hits | AID 602332, 2012; further: potency means the concentration at half of the fitted maximal effect; series mostly up to about 76 µM; % of control where 0% means no effect; nearly all actives have a fitted effect of over 35% in size
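ERSR induction read as luciferase luminescence (Bright-Glo, 10 min at room temperature) in stably transfected human U87-MG glioma cells exposed to compounds for 16 h, using GRP78 as sensor.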
PI4K2A block = qHTS for small molecular inhibitors of PI4K2A | Phosphatidylinositol 4-kinase type 2-alpha (Homo sapiens), Q9BTU6 | purified PI4K2A, ADP-Glo luminescence, 1 h; hits give low values | activity change, negative = inhibition, % at 76.9 µM | 420,000 compounds, 0.13% hits; in the data active means activity change below about -50%; inconclusive means mostly about -30% to -49%;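 further: -100% = wells without enzyme as full effect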
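PI4K2A activity was measured by ADP-Glo luminescence: enzyme (4 ug/mL stock) and phosphatidylinositol (1.2 mM stock) in Tris pH 7.5/MgCl2/EGTA/Triton X-100 buffer were reacted with ATP (300 microM stock) for one hour at ambient temperature.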
* marks the source's active call; other numbers are inactive results; ? = inconclusive; / = not tested or not shown; & = joins results of further samples; [ ] = remark or other dose. Unless noted, the call rests on the fitted dose curve; in most records, active means well fitted curve in the direction sought with a large enough effect; inconclusive means small, poorly fitted or top-dose-only effect, or another doubt; inactive means no such curve, though single readings can be large; an effect the other way counts as inactive or inconclusive. These rows are one share of the data. The share of hits here may be higher or lower than overall.

No.	smiles	IDH1 R132H inh	TrxR1 substrate	USP1-UAF1 inh	Vif-A3F inh	LDHA block
1	CCC(=Nc1ccccc1N)c1c(O)[nH]c(=O)[nH]c1=O	13.5%	6.4%[57.1 µM]	-12.9%	7.4%	-0.4
2	CCC1=Nc2cc(C(=O)N3CCC4(CC3)OCCO4)ccc2Sc2ccc(C)cc21	1.2%	1.6%	-14.9%	-9.5%	-2.9
3	O=C(c1cn(Cc2ccccc2)c2ccccc12)N1CCCCC1	26.3%	0.4%	-9.9%	-11.9%	-2.8
4	CCOC(=O)[C@@]1(C#N)C(c2ccc(Cl)c(Cl)c2)[C@H](C(N)=O)N2C=C(C(C)=O)C=C[C@H]21 (some centres not stated)	-0.3%	-6.9%	-23.7%	1.6%	4.6
5	CCOc1ccc(-n2c(O)c(C=NCCN(CC)CC)c(=O)[nH]c2=O)cc1	-5.9%	3.2%	-1.5%	-4.5%	-1.2
6	Cc1ccc(N/N=C/c2c(O)n(-c3ccccc3)c(=O)[nH]c2=O)cc1	3.3%	-12.9%[57.1 µM]	-12.5%	13.5%	7.2
7	c1ccc(C2(NC3=NCCO3)CCCCC2)cc1	-2.5%	/	-2.6%	1.0%	-8.9
8	CCOc1ccc(NC2=NCCCS2)cc1	3.7%	-2.1%	2.6%	?	-5.1
9	Cc1ccc(N=Cc2c(O)n(-c3ccc(C)cc3)c(=O)[nH]c2=O)cc1	4.5%	14.1%	1.6%	-8.0%	0.1
10	O=c1[nH]c(=O)n(-c2cccc(Cl)c2)c(O)c1/C=N/c1ccccn1	3.4%	11.6%[57.1 µM]	-12.5%	1.5%	3.1

No.	RXFP1 ag	Vif-A3G inh	GRP78 ERSR act	PI4K2A block
1	6.0%	-3.2%	-0.4%	-20.1
2	2.6%	1.0%	-6.8%	0.2
3	2.4%	-12.7%	-2.5%	0.5
4	1.3%	-8.1%	-4.9%	5.3
5	0.1%	-0.7%	-1.9%	-0.1
6	0.9%	-14.9%	5.4%	-0.2
7	/	2.0%	-2.1%	3.5
8	-0.2%	2.3%	3.1%	-5.1
9	/	2.3%	-3.5%	-0.2
10	1.3%	2.5%	-7.9%	-9.1

Part of the list above, showing only PI4K2A block and LDHA block:
| cpd | molecule | PI4K2A block | LDHA block |
| --- | --- | --- | --- |
| 7 | c1ccc(C2(NC3=NCCO3)CCCCC2)cc1 | 3.5 | -8.9 |
| 3 | O=C(c1cn(Cc2ccccc2)c2ccccc12)N1CCCCC1 | 0.5 | -2.8 |

(more compounds)
No.	smiles	IDH1 R132H inh	TrxR1 substrate	USP1-UAF1 inh	Vif-A3F inh	LDHA block
11	COc1ccc(C(CC(=O)N2CCC3(CC2)OCCO3)NS(=O)(=O)c2ccc(C)cc2)cc1 (configuration not stated)	0.3%	10.4%[57.1 µM]	-28.3%	14.0%	-6.0
12	C[n+]1c(-c2ccccc2)sc2ccccc21	-1.0%	-3.0%	-22.1%	-7.0%	0.8
13	CSCCC(c1nnnn1-c1ccc2c(c1)OCCO2)N1CCC(n2c(=O)[nH]c3ccccc32)CC1 (configuration not stated)	/	/	/	/	-9.1
14	COC(=O)CC1=C(C(=O)OC)C2(C(=O)N(C)c3ccccc32)C(C#N)=C(N)O1 (configuration not stated)	7.0%	-6.5%	-7.4%	-7.7%	13.2
15	CC(C)C(=O)N1CCN(CCN=Cc2c(O)n(C)c(=O)n(C)c2=O)CC1	0.7%	6.2%[57.1 µM]	-12.9%	-17.2%	-0.7
16	O=C(NC(Cc1ccccc1)C(=O)N1CCC2(CC1)OCCO2)C1CCCCC1 (configuration not stated)	4.9%	-7.7%	-17.9%	-1.7%	-16.2
17	CC(=O)N(C1=NCCCS1)c1ccc(Cl)cc1	7.0%	-1.1%	-11.3%	-8.5%	-1.2
18	CNc1ccc2nc3ccccc3[n+](C)c2c1	16.1%	-18.7%[57.1 µM]	?	0.7%	7.4
19	CCOc1ccc(CN(CCc2ccc3c(c2)OCO3)Cc2ccc(CC)cc2)cc1	0.7%	2.2%	11.5%	-9.1%	-13.7
20	CC(=O)c1ccc(NC(=O)N2C[C@H]3C[C@@H](C2)c2cccc(=O)n2C3)cc1	-2.2%	-1.5%	-27.9%	2.7%	-0.7

No.	RXFP1 ag	Vif-A3G inh	GRP78 ERSR act	PI4K2A block
11	-0.6%	-0.5%	-3.7%	-0.5
12	0.4%	1.2%	-0.4%	-14.2
13	/	-14.7%	2.9%	-5.7
14	-0.7%	4.2%	-5.9%	1.4
15	-0.5%	0.2%	-3.5%	6.9
16	-0.8%	0.0%	-1.8%	-0.2
17	1.8%	1.9%	-2.4%	-6.3
18	8.7%	-8.8%	-2.4%	?
19	0.6%	0.5%	-3.9%	1.9
20	3.2%	1.8%	-3.2%	1.4

Laid out differently: four of the compounds above
item	Structure	IDH1 R132H inh	TrxR1 substrate	USP1-UAF1 inh	Vif-A3F inh	LDHA block	RXFP1 ag	Vif-A3G inh	GRP78 ERSR act	PI4K2A block
6	Cc1ccc(N/N=C/c2c(O)n(-c3ccccc3)c(=O)[nH]c2=O)cc1	3.3%	-12.9%[57.1 µM]	-12.5%	13.5%	7.2	0.9%	-14.9%	5.4%	-0.2
2	CCC1=Nc2cc(C(=O)N3CCC4(CC3)OCCO4)ccc2Sc2ccc(C)cc21	1.2%	1.6%	-14.9%	-9.5%	-2.9	2.6%	1.0%	-6.8%	0.2
5	CCOc1ccc(-n2c(O)c(C=NCCN(CC)CC)c(=O)[nH]c2=O)cc1	-5.9%	3.2%	-1.5%	-4.5%	-1.2	0.1%	-0.7%	-1.9%	-0.1
17	CC(=O)N(C1=NCCCS1)c1ccc(Cl)cc1	7.0%	-1.1%	-11.3%	-8.5%	-1.2	1.8%	1.9%	-2.4%	-6.3

(list continues)
No.	smiles	IDH1 R132H inh	TrxR1 substrate	USP1-UAF1 inh	Vif-A3F inh	LDHA block
21	COc1ccc(CN2CCN(C(=O)Cc3ccccc3)CC2)cc1Br	0.4%	-5.3%	-18.2%	-3.4%	-15.4
22	O=C(Cc1ccccc1)OCc1ccccc1	0.6%	-2.6%	3.6%	-2.9%	-2.7
23	CC(C)C[C@H]1C(=O)N2CCC[C@H]2[C@]2(O)O[C@](NC(=O)[C@@H]3C=C4c5cccc6[nH]cc(c56)C[C@H]4N(C)C3)(C(C)C)C(=O)N12	11.2%	22.4%	17.8µM*	?	42.8
24	Oc1ccc(CCNCc2cc3c(cc2Br)OCO3)cc1	4.7%	/	-0.6%	-4.8%	-6.5
25	COc1ccc(C(=O)C2CCCN(Cc3ccc(C)s3)C2)c(OC)c1 (configuration not stated)	17.6%	7.4%[57.1 µM]	-22.5%	-0.5%	-2.3
26	COc1ccc(CCNCc2ccc(C)s2)cc1OC	-1.8%	-1.9%[57.1 µM]	-21.7%	14.7%	6.8&-15.2
27	O=C(c1ccc2c(c1)OCO2)C1CCCN(Cc2ccc(F)c(F)c2)C1 (configuration not stated)	8.0%	0.1%	-20.6%	-5.4%	0.9

No.	RXFP1 ag	Vif-A3G inh	GRP78 ERSR act	PI4K2A block
21	-0.4%	0.3%	-1.9%	8.1
22	0.0%	1.9%	-0.5%	-1.7
23	1.5%	-9.7%	-4.3%	-16.3
24	/	-0.6%	2.4%	1.0
25	0.8%	0.1%	-6.5%	2.0
26	-2.6%	1.1%	-4.3%	0.5
27	1.0%	-2.4%	-4.5%	-4.6

High-throughput results as filed in PubChem.
